# C diff growth – inhibitors of Clostridium difficile growth; Clostridium difficile clinical isolate growth, OD600, 24 h; stronger effect = lower value; growth activity, negative = inhibition, % at 16 µg/mL (by protocol); AID 1259249; 0.25% of 86,000 active;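 active means mean growth activity at or below -80% and every replicate also at or below -80%; inconclusive means mean at or below -80% but some replicate above -80%; inactive means mean growth activity above -80%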;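 further: 0% = DMSO wells and -100% = levofloxacin 16 µg/mL wells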
# Tcruzi prolif – T. cruzi proliferation inhibition. T. cruzi beta-gal in NIH3T3, GalScreen luminescence, 90 h. inhibition, % at 8.34 µM. 5.9% of 77,000 active. AID 624255;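 active means mean inhibition above about 93%, with at least 55% of replicates each passing it, limit read from the data, passing the limit was not always enough; inconclusive means only one of those two conditions holds; inactive means neither condition holds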
# KDM4C inh – inhibitors of human demethylase GASC-1 KDM4C; GST-KDM4C 2-372, H3K9me3 peptide, LANCE TR-FRET; inhibition, % at 12.5 µM; 0.15% of 96,000 active; Q9H3R0;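 active means mean replicate inhibition above about 25%, with at least 55% of replicates also reaching it, limit read from the data, passing the limit was not always enough; inconclusive means only one of those two conditions met; inactive means neither condition met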
# Target sequence (Q9H3R0 2-372 limits assumed): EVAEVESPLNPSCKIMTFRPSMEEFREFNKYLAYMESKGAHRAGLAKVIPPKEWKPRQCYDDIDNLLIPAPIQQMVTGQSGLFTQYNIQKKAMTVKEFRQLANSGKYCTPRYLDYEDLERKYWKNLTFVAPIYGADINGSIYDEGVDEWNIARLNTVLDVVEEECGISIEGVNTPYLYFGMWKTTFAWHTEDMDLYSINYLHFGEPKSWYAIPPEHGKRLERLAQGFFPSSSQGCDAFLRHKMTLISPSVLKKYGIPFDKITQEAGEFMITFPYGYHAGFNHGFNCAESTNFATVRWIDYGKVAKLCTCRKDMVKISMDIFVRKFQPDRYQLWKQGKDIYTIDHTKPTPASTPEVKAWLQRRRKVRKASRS
#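 Material: GST-tagged GASC-1 (JMJD2C) catalytic fragment, aa 2-372. Input: enzyme final amount 10 nM. Medium: HEPES buffer, pH 7.5, plus ascorbate. Reagent: H3K9me3 peptide substrate, Fe(II), 2-oxoglutarate. Doses: single dose. Times: reaction 30 min RT, detection step 1 h RT. Measured by: LANCE TR-FRET. Evaluation: Fall in 671/618 emission ratio as inhibition.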
# Pf Dd2 growth – blocks growth of Plasmodium falciparum Dd2 parasites. activity change, % at 10 µM. 2.3% of 94,000 active. P. falciparum Dd2 growth, SYBR Green, 72 h; stronger effect = lower value; in the data active means activity change below about -80%; inconclusive means no clear call, values can overlap the other calls
# The depositor's hits bear a star; ? = inconclusive; nt = no result given; & = joins results of further samples; ! = a repeat was not active.
SMILES,C diff growth,Tcruzi prolif,KDM4C inh,Pf Dd2 growth
C[C@H](CO)N1C[C@H](C)[C@H](CN(C)C(=O)Nc2ccc(F)cc2)Oc2c(NC(=O)Nc3cccc4ccccc34)cccc2C1=O,-6,?,-1.2,-77
O=C(C1CC1)N1CC2(C1)[C@H](c1ccccc1)[C@H](CO)N2C(=O)CC1CC1,0,nt,-1.7,1
C[C@@H]1CN([C@@H](C)CO)C(=O)Cc2cc(NC(=O)Nc3ccc(F)cc3)ccc2O[C@@H]1CN(C)S(=O)(=O)c1cn(C)cn1,nt,-9,-0.9,-2
CN1c2ccc(-c3ccc(F)cc3)cc2[C@H]2[C@H](CCN2C(=O)c2ccccn2)[C@@H]1CO,-6,32,2.2,-8
Cc1ccc(S(=O)(=O)N2C[C@@H]3O[C@@H](CNS(=O)(=O)c4ccccc4C)CC[C@@H]32)cc1,0,nt,nt,-13
O=C(C[C@H]1C[C@@H]2c3cc(NC(=O)NC4CCCC4)ccc3O[C@@H]2[C@@H](CO)O1)NCc1cccc(F)c1,-2,nt,0.2,-4
COc1ccc(CN(C)C[C@H]2Oc3ccc(NC(=O)Nc4ccc(OC)cc4)cc3C(=O)N([C@H](C)CO)C[C@@H]2C)cc1,-1,-3,1.9,-9
CN(C)C(=O)C[C@H]1CC[C@@H]2[C@H](COc3ccc(NC(=O)C4CCCCC4)cc3C(=O)N2C)O1,-3,11,-0.7,2
C[C@@H]1CN([C@@H](C)CO)C(=O)Cc2cc(NC(=O)C3CCCCC3)ccc2O[C@H]1CN(C)C(=O)NC1CCCCC1,-6,27,21,0
CN1C(=O)c2cc(NC(=O)c3ccc(F)cc3)ccc2OC[C@@H]2O[C@@H](CC(=O)NC3CCC3)CC[C@H]21,0,3,-0.7,-8
CN1CCN(C(=O)C[C@H]2CC[C@@H]3[C@H](COC[C@@H](O)CN3Cc3ccc(Oc4ccccc4)cc3)O2)CC1,nt,59,1.7,3
COc1ccc(S(=O)(=O)Nc2ccc3c(c2)C(=O)N([C@H](C)CO)C[C@H](C)[C@@H](CN(C)Cc2ccc(Cl)c(Cl)c2)OCCCC[C@H](C)O3)cc1,nt,63,0.0,-62
COc1cccc(-c2cnc3c(c2)C(=O)N([C@H](C)CO)C[C@H](C)[C@@H](CN(C)C(C)=O)O3)c1,-5,-57,-0.3,27
CCCN1[C@H](C(=O)NCc2ccccn2)[C@@H](CO)[C@@H]2Cn3c(ccc(C4=CCCC4)c3=O)[C@@H]21,8,47,4.8,nt
CCCN(C)C[C@@H]1OCCCC[C@H](C)Oc2ccc(NC(=O)Nc3cccc4ccccc34)cc2C(=O)N([C@H](C)CO)C[C@@H]1C,34,nt,19,-88*
O=S(=O)(Cc1ccccc1)N1CCCCN2[C@H](CO)[C@@H](c3ccc(-c4ccc(F)cc4)cc3)[C@@H]2C1,35,109*,0.0,0
C/C=C/c1ccc(C2[C@@H]3CN(S(=O)(=O)c4cccc(OC)c4)C[C@H]2N3)cc1 (some centres not stated),-5,nt,17,-38
CN1C(=O)c2cc(NS(C)(=O)=O)ccc2OC[C@@H]2O[C@H](CC(=O)O)CC[C@H]21,15,-6,-1.4,3
Fc1ccc(F)c(CN2[C@@H]3CNC[C@H]2C3c2ccc(-c3ccccc3)cc2)c1 (some centres not stated),35&24,nt,-0.1&0.3,2&-51
CCS(=O)(=O)N1CC2(CN(C(=O)NC(C)C)[C@H](CO)c3c2c2ccc(OC)cc2n3C)C1,1,nt,nt,33
COc1ccccc1-c1cn(CC[C@H]2CC[C@H](NC(=O)C3CCOCC3)[C@@H](CO)O2)nn1,nt,8,-1.0,3
Cc1noc(C)c1NC(=O)N(C)C[C@@H]1OCCCC[C@H](C)Oc2ccc(NC(=O)Nc3ccc(F)cc3)cc2C(=O)N([C@@H](C)CO)C[C@H]1C,-1,-27,6.5,13
C[C@H]1CN([C@@H](C)CO)C(=O)Cc2cc(NC(=O)Cn3cnnn3)ccc2O[C@@H]1CN(C)Cc1ccncc1,-2,44,-0.6,2
COc1ccccc1NC(=O)NC[C@@H]1CC[C@@H]2[C@@H](CN2S(=O)(=O)c2ccc(Cl)cc2)O1,-11,nt,nt,7
Cc1ccccc1NC(=O)Nc1ccc2c(c1)C(=O)N(C)[C@@H]1CC[C@H](CC(=O)O)O[C@@H]1CO2,-3,7,-3.5,7

# Following part.
SMILES,C diff growth,Tcruzi prolif,KDM4C inh,Pf Dd2 growth
CO[C@@H]1CN(C)C(=O)c2cc(NC(=O)C3CC3)ccc2OC[C@H](C)N(C(=O)CN2CCOCC2)C[C@H]1C,nt,24,0.7,11
C[C@@H]1CCCCO[C@@H](CN(C)S(=O)(=O)c2ccc(Cl)cc2)[C@H](C)CN([C@@H](C)CO)C(=O)c2cc(NC(=O)c3ccncc3)ccc2O1,-4,87,15,-53
CC(C)NC(=O)N1[C@H](CO)[C@@H](c2ccccc2)C12CN(C(=O)c1ccccn1)C2,-2,nt,4.8,33
CO[C@H](CN(C)S(=O)(=O)c1cn(C)cn1)[C@H](C)CN(C(=O)Nc1ccc(F)cc1)[C@@H](C)CO,nt,21,-0.8,34
COc1ccc(S(=O)(=O)N2CC[C@H]3[C@@H](CO)N(C)c4ccc(-c5ccccc5F)cc4[C@H]32)cc1,-11,114*,0.2,-48
C[C@H]1CN([C@@H](C)CO)C(=O)Cc2cc(NS(=O)(=O)c3cn(C)cn3)ccc2O[C@H]1CN(C)Cc1ccc(Cl)c(Cl)c1,0,14,4.8,9
C[C@H](CO)N1C[C@H](C)[C@@H](CN(C)Cc2ccccc2)Oc2ccc(NC(=O)Nc3ccc4c(c3)OCO4)cc2C1=O,-4,9,-0.4,26
C[C@@H]1CN([C@@H](C)CO)C(=O)c2cc(NS(=O)(=O)c3ccc(Cl)cc3)ccc2O[C@@H](C)CCCCO[C@H]1CN(C)C(=O)Cc1ccccc1,-2,88,-0.5,14
COc1ccc(S(=O)(=O)N(C)C[C@H]2Oc3ccc(NC(=O)Cn4cnnn4)cc3C(=O)N([C@@H](C)CO)C[C@@H]2C)cc1,-5,100*,-0.3,-25
CCS(=O)(=O)Nc1ccc2c(c1)C(=O)N(C)[C@H]1CC[C@H](CC(=O)Nc3ccccc3)O[C@H]1CO2,8,-6,2.5,5
CO[C@@H]1CN(C)C(=O)c2ccc(NC(=O)CC(F)(F)F)cc2OC[C@H](C)N(C(=O)C2CCCCC2)C[C@H]1C,-10,nt,nt,45
CC(C)C#Cc1ccc2c(c1)O[C@@H](CN(C)CC1CCOCC1)[C@@H](C)CN([C@H](C)CO)S2(=O)=O,-2,54,0.8,-33
CO[C@H]1CN(C)C(=O)c2ccc(NC(=O)Nc3cccc(F)c3)cc2OC[C@@H](C)NC[C@@H]1C,nt,3,0.0,-5
O=C(C[C@H]1C[C@H]2c3cc(NC(=O)Nc4ccc(F)cc4)ccc3O[C@H]2[C@H](CO)O1)NC1CCCCC1,-11,44,-3.4,11
C[C@H]1CN([C@@H](C)CO)C(=O)Cc2cc(NS(=O)(=O)c3ccc(F)cc3)ccc2O[C@@H]1CN(C)C,3,5,-0.9,14
C[C@H](CO)N1C[C@H](C)[C@H](CN(C)C(=O)Nc2ccccc2)Oc2ccc(N(C)C)cc2C1=O,2,nt,22,16
O=C(Nc1ccc2c(c1)[C@@H]1C[C@@H](CC(=O)N3CCOCC3)O[C@@H](CO)[C@@H]1O2)NC1CCCCC1,nt,-42,17,6
CC(C)NC(=O)N(C)C[C@H]1OCCCC[C@@H](C)Oc2ccc(NS(=O)(=O)c3cn(C)cn3)cc2C(=O)N([C@H](C)CO)C[C@H]1C,0,36,-4.6,3
CN(C)c1ccc2c(c1)[C@H]1C[C@H](CC(=O)N3CCc4ccccc4C3)O[C@@H](CO)[C@H]1O2,-1,86,6.9,-58
C[C@H](CO)N1C[C@H](C)[C@H](CN(C)C(=O)Nc2cccc3ccccc23)Oc2ncc(C#CCC3CCCC3)cc2C1=O,nt,53,-2.7,-31
N#C[C@H]1[C@@H](c2ccccc2-c2ccccc2F)[C@H](CO)N1C(=O)c1cccc(F)c1,3,nt,-0.9,16
CCCNC(=O)N1CC(=O)N2[C@H](CO)[C@H](c3ccc(C#Cc4cccc(OC)c4)cc3)[C@H]2C1,-2,nt,nt,-51
COCC(=O)Nc1ccc2c(c1)[C@H]1C[C@@H](CC(=O)NCC3CC3)O[C@@H](CO)[C@H]1O2,1,9,2.3,17
C[C@H](CO)N1C[C@H](C)[C@H](CN(C)C(=O)Nc2ccnc(N3CCOCC3)c2)OCc2cnnn2CCCC1=O,-2&3,16&-7,0.1,2&-1
C[C@@H]1CCCCO[C@@H](CN(C)C(=O)C2CCCCC2)[C@@H](C)CN([C@@H](C)CO)C(=O)c2cc(NS(=O)(=O)c3ccccc3)ccc2O1,-12,51,4.0,-70

# A draw from above in order of molar mass, rising.
SMILES,C diff growth,Tcruzi prolif,KDM4C inh,Pf Dd2 growth
COc1ccc(S(=O)(=O)N(C)C[C@H]2Oc3ccc(NC(=O)Cn4cnnn4)cc3C(=O)N([C@@H](C)CO)C[C@@H]2C)cc1,-5,100*,-0.3,-25
CC(C)NC(=O)N(C)C[C@H]1OCCCC[C@@H](C)Oc2ccc(NS(=O)(=O)c3cn(C)cn3)cc2C(=O)N([C@H](C)CO)C[C@H]1C,0,36,-4.6,3
C[C@@H]1CCCCO[C@@H](CN(C)S(=O)(=O)c2ccc(Cl)cc2)[C@H](C)CN([C@@H](C)CO)C(=O)c2cc(NC(=O)c3ccncc3)ccc2O1,-4,87,15,-53

# Rewritten with two lines to a compound: part of the list above.
# Fields – C diff growth, Tcruzi prolif, KDM4C inh, Pf Dd2 growth
CN(C)c1ccc2c(c1)[C@H]1C[C@H](CC(=O)N3CCc4ccccc4C3)O[C@@H](CO)[C@H]1O2
 : -1, 86, 6.9, -58
C[C@H](CO)N1C[C@H](C)[C@H](CN(C)C(=O)Nc2cccc3ccccc23)Oc2ncc(C#CCC3CCCC3)cc2C1=O
 : nt, 53, -2.7, -31
N#C[C@H]1[C@@H](c2ccccc2-c2ccccc2F)[C@H](CO)N1C(=O)c1cccc(F)c1
 : 3, nt, -0.9, 16
CCCNC(=O)N1CC(=O)N2[C@H](CO)[C@H](c3ccc(C#Cc4cccc(OC)c4)cc3)[C@H]2C1
 : -2, nt, nt, -51
COCC(=O)Nc1ccc2c(c1)[C@H]1C[C@@H](CC(=O)NCC3CC3)O[C@@H](CO)[C@H]1O2
 : 1, 9, 2.3, 17
C[C@H](CO)N1C[C@H](C)[C@H](CN(C)C(=O)Nc2ccnc(N3CCOCC3)c2)OCc2cnnn2CCCC1=O
 : -2&3, 16&-7, 0.1, 2&-1

# (more compounds)
SMILES,C diff growth,Tcruzi prolif,KDM4C inh,Pf Dd2 growth
C[C@H]1CCCCO[C@@H](CN(C)C(=O)CCCN(C)C)[C@@H](C)CN([C@@H](C)CO)C(=O)c2cc(NC(=O)Nc3ccc(F)cc3)ccc2O1,1,53,0.6,3
C[C@@H]1CN([C@@H](C)CO)C(=O)c2cc(NC(=O)C3CCCCC3)ccc2O[C@@H](C)CCCCO[C@@H]1CN(C)C(=O)NC1CCCCC1,3,48,0.4,-65
CCNC(=O)C[C@@H]1CC[C@@H]2[C@H](COC[C@@H](O)CN2C(=O)Nc2ccc(C(F)(F)F)cc2)O1,-94*!,-16,0.0,16
COc1cccc(NC(=O)N(C)C[C@@H]2Oc3cc(C#Cc4ccc(F)cc4)ccc3S(=O)(=O)N([C@H](C)CO)C[C@H]2C)c1,5,103*,0.4,-78
CCCNC(=O)N(C)C[C@@H]1Oc2cc(-c3ccncc3)ccc2S(=O)(=O)N([C@@H](C)CO)C[C@H]1C,-4,111*,1.1,38
Cc1noc(C)c1NC(=O)N(C)C[C@H]1Oc2ccc(NC(=O)CCN3CCOCC3)cc2CC(=O)N([C@@H](C)CO)C[C@H]1C,5,24,-0.5,-67
CO[C@@H]1CN(C)C(=O)c2cc(NC(=O)C3CCOCC3)ccc2OC[C@H](C)N(CC2CC2)C[C@H]1C,nt,90,-0.1,29
CC(=O)N(C)C[C@H]1Oc2ncc(C#Cc3ccccc3)cc2C(=O)N([C@@H](C)CO)C[C@@H]1C,-2,38,4.0,5
CCCN(C)C[C@@H]1OCCCC[C@@H](C)Oc2ccc(NS(=O)(=O)c3cccs3)cc2C(=O)N([C@H](C)CO)C[C@@H]1C,-6,40,-3.9,-36
Cc1ccc(S(=O)(=O)Nc2ccc3c(c2)C(=O)N([C@@H](C)CO)C[C@@H](C)[C@@H](CN(C)CC2CCCCC2)OCCCC[C@@H](C)O3)cc1,-13,70,-0.9,-68
O=C(C[C@@H]1CC[C@@H](NC(=O)c2cccnc2)[C@@H](CO)O1)NCCN1CCCCC1,0,nt,3.8,2
O=C(Nc1ccccc1F)N1CCCCN2[C@H](CO)[C@H](c3ccc(C#Cc4cccnc4)cc3)[C@H]2C1,1,101*,-0.7,-49
O=C(C1CCOCC1)N1CC(=O)N2[C@H](CO)[C@@H](c3ccc(C#Cc4cccc(F)c4)cc3)[C@@H]2C1,-10,nt,-0.4,1
COc1ccc2c3c(n(C)c2c1)[C@@H](CO)N(CC1CC1)CC31CN(S(=O)(=O)c2cccs2)C1,4,nt,-0.7,-52

# Bioassay records deposited in PubChem by Broad Institute.
